GlmU inhibition – inhibition of mycobacterial GlmU enzyme – biochemical, glucosamine-1-phosphate acetyltransferase (AID 1376); Bifunctional protein GlmU (Mycobacterium tuberculosis (strain ATCC 25618 / H37Rv)); 220,000 compounds, 0.25% hits; M. tuberculosis GlmU acetyltransferase enzyme assay; higher % means a stronger effect; one-dose inhibition, %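 (tested at 30 µM in the primary screen)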; IC50 in µM for titrated hits; in the data active = inhibition above about 13%;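 also: 0% = complete reaction with vehicle and 100% = reaction without substrate; strong numbers were not always called active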
Mtb RmlCD inh – M. tuberculosis RmlC/RmlD coupled enzyme inhibitors, primary screen, biochemical, compound mixtures, 384-well, from 1536-well plates; dTDP-4-dehydrorhamnose reductase (Mycobacterium tuberculosis (strain ATCC 25618 / H37Rv)) …; RmlC+RmlD coupled enzyme assay, percent inhibition; primary screen in compound mixtures; inhibition, % at 3.6 µM; 160,000 compounds, 0.03% hits; AID 1533, 2009; in the data active = inhibition mostly above about 34%, no sharp cut-off; also: some results filed as inactive read as strong as hits
Target sequence (P9WH09 whole entry, looked up): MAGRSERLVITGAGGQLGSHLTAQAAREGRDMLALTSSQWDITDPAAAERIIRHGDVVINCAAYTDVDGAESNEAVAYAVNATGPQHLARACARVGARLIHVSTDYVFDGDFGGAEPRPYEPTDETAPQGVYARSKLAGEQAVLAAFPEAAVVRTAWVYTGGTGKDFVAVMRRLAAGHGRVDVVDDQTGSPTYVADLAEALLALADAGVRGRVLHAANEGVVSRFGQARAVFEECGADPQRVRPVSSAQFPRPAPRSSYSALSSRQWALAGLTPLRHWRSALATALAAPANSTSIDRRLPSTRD
Target sequence (P9WH11 whole entry, looked up): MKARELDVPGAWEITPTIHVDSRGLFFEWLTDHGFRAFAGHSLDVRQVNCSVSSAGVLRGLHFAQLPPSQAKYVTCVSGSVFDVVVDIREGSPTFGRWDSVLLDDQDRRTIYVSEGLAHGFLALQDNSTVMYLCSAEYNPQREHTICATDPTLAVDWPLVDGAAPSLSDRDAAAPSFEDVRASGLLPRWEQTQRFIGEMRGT
* marks the source's active call; other numbers are inactive results; / = not tested or not shown. Not all compounds are listed. The share of hits here may be higher or lower than overall.

Sample of the layout:
Screens in order: GlmU inhibition | Mtb RmlCD inh
> C=CCNC(=O)c1cc(Cl)ccn1
→ 1.5% | 1
> CCCC/C(O)=C1\C(=O)CCCC1=NCCc1c(C)[nH]c2ccccc12
→ -2.2% | -9
> CC1=Nc2cc(C(=O)O)ccc2Sc2ccc(C)cc21
→ 1.9% | 3

This part in full, repeating the preview:
Screens in order: GlmU inhibition | Mtb RmlCD inh
> C=CCNC(=O)c1cc(Cl)ccn1
→ 1.5% | 1
> CCCC/C(O)=C1\C(=O)CCCC1=NCCc1c(C)[nH]c2ccccc12
→ -2.2% | -9
> CC1=Nc2cc(C(=O)O)ccc2Sc2ccc(C)cc21
→ 1.9% | 3
> COCCn1cc(C(=O)NCCCN2CCC(C)CC2)c2c3ccccc3n(C)c2c1=O
→ 4.5% | 2
> Cc1cc(C)nc(Nc2n[nH]c(C)n2)n1
→ 0.5% | 7
> Cc1cc(O)c(C(=O)Cc2csc(C)n2)c(O)c1
→ 0.5% | -8
> O=C1[C@H]2[C@H](C=CC[C@H]2C(=O)N2CCN(c3ccccc3)CC2)CCN1Cc1ccccc1
→ -0.8% | /
> CCOc1ccc(C=Nc2cccc3ncccc23)cc1
→ -0.3% | -2
> COc1ccc(OC)c(C2C3=C(CC(C)(C)CC3=O)Nc3nnnn32)c1 (centres undefined)
→ 0.5% | /
> CC(C(=O)Nc1cccnc1)N1C(=O)c2ccccc2C1=O (centres undefined)
→ -0.5% | /
> COc1ccc(N(CC(=O)NCCc2ccc(Cl)cc2)S(=O)(=O)c2c(C)[nH]c(=O)[nH]c2=O)cc1
→ 1.7% | 0
> COC(=O)c1ccc(C(=O)NC(=S)Nc2ccc3nc(SC)sc3c2)cc1
→ -9.3% | /
> COc1ccc(N2C(=O)CSC(c3ccccc3)C2=O)cc1 (centres undefined)
→ 1.1% | 5
> O=C(NCc1ccco1)Nc1ccccc1Cl
→ -3.6% | /
> O=[N+]([O-])c1cccc(-c2cn3ccccc3n2)c1
→ -0.5% | 8
> Cc1cc(C)cc(NC(=O)CCN2CCCC2)c1
→ -1.4% | 5
> CCCn1c(SCC(=O)N2c3ccccc3Sc3ccccc32)nc2ccccc21
→ 2.3% | /
> O=C(Nc1ccc(C(=O)N2CCOCC2)cc1)c1cc(-c2cccnc2)nc2ccc(Cl)cc12
→ -5.4% | -7
> CCCC(=O)NC(=S)Nc1cccc(NC(=O)c2ccccc2Cl)c1
→ 1.3% | -13
> COc1cc(OC)cc(C(=O)NCC(=O)OCC(=O)NC(C)(C)C)c1
→ 5.6% | 8
> COc1ccc(CC2(CO)CCN(S(=O)(=O)N(C)C)CC2)cc1
→ 7.5% | -9
> CC(=O)OC[C@H]1O[C@@H](n2ccc(=O)[nH]c2=S)C(OC(C)=O)C1OC(C)=O (some centres undefined)
→ -1.2% | /
> CCOc1ccccc1NC(=O)CN(c1cc(C)cc(C)c1)S(=O)(=O)c1c(C)noc1C
→ 5.1% | /
> O=C(O)Cn1cnc2c(=S)nc[nH]c21
→ 1.6% | /
> O=C(OCCNc1ncc(C(F)(F)F)cc1Cl)c1ccc(S(=O)(=O)N2CCOCC2)cc1
→ 1.7% | /
> CC(C)CN(Cc1c(O)ccc2c3c(c(=O)oc12)CCC3)CC(C)C
→ -2.8% | 8
> Cn1c(=O)c2c(nc(Sc3ncnn3CC(=O)NC(C)(C)C)n2C)n(C)c1=O
→ -8.3% | 19
> Cn1cnnc1SCc1cccc(Br)c1
→ 2.3% | -6
> CCC(C)C(=O)Nc1nc(C)c(-c2csc(Nc3cc(Cl)ccc3OC)n2)s1 (centres undefined)
→ 1.7% | 9
> COc1ccccc1NCC(=O)NNC(C)C(=O)Nc1cccc(Cl)c1 (centres undefined)
→ 2.3% | -4
> CS(=O)(=O)N1CCN(c2ccccc2NC(=O)CSc2ccc(Cl)cc2)CC1
→ -0.5% | -4
> CCCCN(C(=O)c1cccc2c(=O)c(C)c(-c3ccccc3)oc12)c1ccccc1
→ -5.0% | /
> Cc1nn2c(NCCCN(C)C)c3c(nc2c1-c1ccccc1)CCC3
→ -8.4% | 11
> O=C(NC(C(=O)N1CCCC1C(=O)O)=C1CCCCC1)c1ccccc1 (centres undefined)
→ -1.1% | 6
> Cc1ccc2[nH]c(=O)c(CNC(C)(C)C)cc2c1
→ -6.2% | -8
> Cc1cccc(C(=O)Nc2nnc(COc3ccccc3)s2)c1
→ -4.6% | 106
> CC(=O)Nc1ccc(S(=O)(=O)N2CCN(Cc3nc4sc(C)c(C)c4c(=O)[nH]3)CC2)cc1
→ -1.0% | /
> Cc1ccc(S(=O)(=O)N(C)CCCC(=O)Nc2ccc(F)cc2)cc1
→ -2.9% | 32
> CC(NCc1ccc(Cl)c(Cl)c1)C(O)c1ccccc1 (centres undefined)
→ 1.4% | /
> COc1ccccc1OCCn1c(=O)n(C)c2ccccc21
→ -0.5% | -3
> O=C(O)c1ccc2c(c1)C(=O)N(c1cccc(S(=O)(=O)Nc3cccc(C(F)(F)F)c3)c1)C2=O
→ 0.9% | 8
> COc1ccccc1N1CCN(C(=O)C2CCN(S(=O)(=O)c3ccccc3)CC2)CC1
→ 5.6% | -4
> Cc1ccc(NC(=O)C(c2ccccc2)N(C)C)cc1Cl (centres undefined)
→ -2.6% | 3
> Cc1ccccc1-n1c(SCC(=O)NC(N)=O)nc2sc(-c3ccccc3)cc2c1=O
→ 1.5% | -5
> O=C(COC(=O)c1cccs1)NCCN1C(=O)CSC1=O
→ 2.1% | /

Individual results from above:
In Mtb RmlCD inh, Cc1ccc(S(=O)(=O)N(C)CCCC(=O)Nc2ccc(F)cc2)cc1 reads 32
In GlmU inhibition, Cc1ccc(NC(=O)C(c2ccccc2)N(C)C)cc1Cl (centres undefined) reads -2.6%
In GlmU inhibition, Cc1ccc2[nH]c(=O)c(CNC(C)(C)C)cc2c1 reads -6.2%
In GlmU inhibition, Cc1nn2c(NCCCN(C)C)c3c(nc2c1-c1ccccc1)CCC3 reads -8.4%
In GlmU inhibition, CCCCN(C(=O)c1cccc2c(=O)c(C)c(-c3ccccc3)oc12)c1ccccc1 reads -5.0%
In Mtb RmlCD inh, Cc1ccccc1-n1c(SCC(=O)NC(N)=O)nc2sc(-c3ccccc3)cc2c1=O reads -5

Next part:
Screens in order: GlmU inhibition | Mtb RmlCD inh
> CC(=O)N1CCN(c2ccc(NC(=O)c3ccc(OCc4ccccc4)cc3)cc2)CC1
→ 3.6% | 11
> N#Cc1c2n(c3c(=O)n(Cc4ccc(Cl)cc4)cnc13)CCCCC2
→ 9.9% | /
> NC(=O)CC(NC(=O)Cc1ccc(Cl)cc1)c1ccc(NCCc2ccccc2F)c([N+](=O)[O-])c1 (centres undefined)
→ 1.2% | /
> COC(=O)c1ccc(-c2ccc(C(c3c(C)[nH][nH]c3=O)c3c(C)[nH][nH]c3=O)o2)cc1
→ 4.3% | 5
> COc1cc(C)c(NC(=S)Nc2ccc(C)c(Cl)c2)cc1OC
→ -3.8% | 9
> CCc1ccccc1NC1=NCC(=O)N1Cc1ccccc1
→ -4.0% | 8
> CC1=C(C(=O)Nc2ccccc2C)C(c2cccs2)NC(=S)N1 (centres undefined)
→ 12% | 3
> O=C(CNc1ccc(F)cc1F)NC(=O)NCc1ccco1
→ -4.4% | -7
> CN1CCC(OC(=O)COc2ccc(C(C)(C)C)cc2)CC1
→ / | 8
> COc1ccc(C2C3=C(CCCC3=O)Nc3nc(-c4cc(OC)c(OC)c(OC)c4)nn32)cc1OC (centres undefined)
→ 1.4% | 1
> CCC(C(=O)OC)n1cnc2c(nnn2-c2cccc(Cl)c2)c1=O (centres undefined)
→ -3.3% | 9
> CC1Cc2ccccc2N1CC(=O)Nc1ccc(N2CCOCC2)cc1 (centres undefined)
→ 1.5% | 1
> COC(=O)c1ccc(CNC(=O)CSc2nc3sc(C)c(C)c3c(=O)n2C)o1
→ -3.4% | -7
> Cc1cc(NC(=O)CSc2nnc(-c3c[nH]c4ccccc34)n2-c2ccc(F)cc2)no1
→ -0.2% | /
> CCc1cccc(NC(=S)N2CCC(c3ccccc3)C2)c1 (centres undefined)
→ -2.8% | /
> Cc1ccc(OCC(=O)Nc2cccc3nsnc23)c(C)c1
→ 6.9% | /
> Nc1ccc2c(c1)CCC2=O
→ -3.2% | /
> Cc1cc2c(ncn2Cc2ccccc2)c([N+](=O)[O-])c1C
→ -0.8% | 0
> Cc1cccc(C(=O)O)c1NC(=O)c1ccc(F)cc1
→ -2.5% | 21
> O=C(Cc1csc(N2CCOCC2)n1)N/N=C/c1ccccc1C(=O)O
→ -3.4% | /
> COc1cc(OC)cc(-c2nc3cc(C)ccc3o2)c1
→ -1.5% | -6
> O=C(Nc1ccc(F)cc1)N1CCN(C/C=C/c2ccccc2)CC1
→ 0.9% | 11
> Cc1nc2ccccc2c2nc3ccccc3n12
→ 2.0% | -6
> Cc1cc(Cl)c(OCCCCNC(C)(C)C)c(Br)c1
→ -0.5% | -12
> COc1ccc(N(CC(=O)Nc2cccc(SC)c2)S(C)(=O)=O)cc1
→ 4.0% | /
> Cc1cc(C)c2nc(Nc3nc(C)cc(=O)[nH]3)nc(C)c2c1
→ -3.7% | /
> CCC(=O)Nc1ccc(S(=O)(=O)N2CCc3ccccc3C2)cc1
→ 0.2% | -6
> FC(F)(F)c1nc2ccccc2n2c(-c3ccc(Cl)cc3Cl)nnc12
→ -5.4% | 8
> O=S(=O)(CCc1ccncc1)C1Cc2cccc3cccc1c23 (centres undefined)
→ 5.0% | 6
> COc1cc(/C=C(\C#N)c2nc3ccccc3[nH]2)ccc1Oc1ccc([N+](=O)[O-])cn1
→ 0.3% | 10

Next part:
SMILES | GlmU inhibition | Mtb RmlCD inh
CCCCSCCCNC(=O)Nc1ccc(C)c(C)c1 | -4.8% | -1
COc1cc(OC)c(C2SCCCS2)cc1OC | 7.0% | /
Cc1ccc(-n2nc3c([n+]2[O-])CCc2c-3no[n+]2[O-])cc1 | 3.4% | /
O=C(O)COc1ccc2occ(C(=O)c3ccccc3)c2c1 | 0.8% | -6
C=CCNC(=S)N/N=C/c1ccc(C)c([N+](=O)[O-])c1 | 2.1% | -12
Cc1ccc(/C=C2\SC(=S)N(CCCC(=O)Nc3nccs3)C2=O)cc1 | -0.8% | 14
O=C(CN=C1NS(=O)(=O)c2ccccc21)OCC(=O)c1cc(F)ccc1F | -5.2% | 7
N#CC12CNCC1CN=N2 (centres undefined) | 16%* | 31
O=C(Cn1[nH]c(=O)c2ccccc2c1=O)Nc1ccc2c(c1)CCC2 | -3.1% | /
CC(Cl)C(=O)c1c[nH]c2ccccc12 (centres undefined) | -2.0% | /
CC1=CCC2C(=O)N(c3ccc(S(N)(=O)=O)cc3)C(=O)C2C1 (centres undefined) | -3.9% | 3
COc1ccc(C(=O)NCC(=O)OCC(=O)NC2CCCC2)cc1 | -7.7% | 10
CC1C(=O)NN=C1C(=O)N/N=C\c1ccc(O)cc1O (centres undefined) | 6.4% | 13
NC(=O)C1(NC(=O)[C@@H]2CC3(CC(c4cccc(NC(=O)[C@@H]5CCC(=O)N5)c4)=NO3)CN2C(=O)c2cnccn2)CC1 (some centres undefined) | 1.4% | /
CN(c1ccc(OCC(=O)OCC(=O)Nc2ccccc2)cc1)S(=O)(=O)c1ccc(F)cc1 | -3.2% | 7
Cn1c(=O)c2[nH]c(N=Nc3ccc(N)cc3N)nc2n(C)c1=O | -4.8% | 8
CCOC(=O)C1(CCCc2ccccc2)CCN(C(=O)CCN2CCCCC2=O)CC1 | -8.0% | 3
COc1ccccc1CNC(=O)C1CCCN1S(=O)(=O)c1cccc2cccnc12 (centres undefined) | 0.9% | 11
O=C(O)COc1ccc(/C=N/n2c(COc3ccccc3)nc3ccccc3c2=O)cc1 | 4.8% | -11
O=[N+]([O-])c1ccc(O)c(/C=N/Nc2nc3ccccc3[nH]2)c1 | 2.3% | /
COc1ccc(OC)c(N2Cc3ccccc3C2)c1 | -2.4% | 11
Cc1cccc(Nc2ncnc(N)c2[N+](=O)[O-])n1 | 0.2% | -10
C/C(=N\NC(=O)c1ccc(C)cc1C)c1ccc2c(c1)OCO2 | 3.1% | 6
CCCNS(=O)(=O)c1ccc(CCC(=O)N2CCC(C)CC2)cc1 | 2.1% | -3
N#Cc1ccc(-c2csc(NC3=NCCCCC3)n2)cc1 | -2.8% | -9
COc1cccc(NC(=O)[C@H](C)NC(=O)C2CCN(S(=O)(=O)c3ccc(C)cc3)CC2)c1 | 4.3% | -9
Cc1cc(NC(=O)C2CCCN2C(=O)Nc2cccc(Cl)c2)ccc1-n1cnnn1 (centres undefined) | -2.3% | 2
O=C(NCc1ccccc1F)C1CCCN1C(=O)NC1CCCCC1 (centres undefined) | 0.8% | /
COc1cc2[nH]c(=S)n(N(C(C)=O)C(C)=O)c(=O)c2cc1OC | -6.3% | /
COCCn1c(C)cc(C(=O)CSc2nnc3ccccn23)c1C | -4.9% | 99
CCn1nccc1C(=O)Nc1ccc(Cl)c(Cl)c1 | 0.1% | /
CCOC(=O)c1sc(=S)n(C)c1NC(=O)c1ccccc1C | 6.3% | 9
COc1ccc(OC)c(Cc2nnc(CCC(=O)N3CCC(N4CCCCC4)CC3)o2)c1 | 1.0% | 6
Cc1ccc(N2C(=O)c3ccccc3C2O)nc1 (centres undefined) | 2.2% | /
Cc1cc(C(=O)NNc2ccc(C)c(C)c2)no1 | -3.8% | 17
CC1/C(=C\c2ccc(Cl)cc2)C(=O)C2CC1C2(C)C (centres undefined) | 2.1% | -9
CCOC(=O)c1c(CN2CCN(C)CC2)n(C)c2cc(Br)c(OC)cc12 | -3.1% | -5
Cn1cc(CN2CCN(c3ccccc3)CC2)c2ccccc21 | 1.1% | -6
O=C(CNC(=O)c1ccc2c(c1)OCO2)N/N=C(Br)/C=C/c1ccccc1 | -2.6% | -8
CCOC(=O)c1c(C)[nH]c(=S)c(C#N)c1-c1ccccc1 | 2.1% | 3

From PubChem
